Assay outcomes from PubChem BioAssay.
hgDAF-12 ag: agonists of H. glycines DAF-12 nuclear receptor; HEK293 GAL4-hgDAF12 UAS-luciferase reporter, agonist luminescence; normalized to butyrate control; actives 1.8% (n = 370,000); activation, % at 6.8 µM; AID 687014;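 active means activation above a cutoff set at the mean of all screened compounds plus 3 SD, cut at about 10% in these data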;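 further: 0% = DMSO wells and 100% = sodium butyrate wells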
SMARCA2 activ: increases SMARCA2 function in MMTV reporter cells | MG213 cells, MMTV-luciferase reporter, dexamethasone, overnight | activation, % at 9.1 µM | actives 1% (n = 370,000); in the data active means activation above about 7.8%;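 further: 0% = vehicle wells and 100% = reference activator wells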
ADAM17 inh: inhibits human ADAM17; actives 0.83% (n = 370,000); inhibition, % at 6.95 µM; recombinant ADAM17, EDANS/DABCYL FRET peptide cleavage;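 active means inhibition above the mean of compounds lying between control limits plus 3 SD, set per campaign, cut at about 8.5% in these data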;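 further: 0% = DMSO-only wells as the low control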
hcDAF-12 act: activators of H. contortus DAF-12 nuclear receptor; actives 1.4% (n = 370,000); HEK293 hcDAF-12 lit1-tk-luc reporter, luminescence; 0% DMSO, 100% Δ7-dafachronic acid; activation, % at 6.8 µM;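 active means activation above the mean of all tested compounds plus 3 SD, cut at about 5.5% in these data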;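 further: 100% = response to 3 µM Δ7-dafachronic acid high control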
ssDAF-12 act: S. stercoralis DAF-12 activation, primary screen; HEK293 ssDAF-12/GRIP1 lit1-tk-luc reporter, luminescence; % of 3 µM dafachronic acid response; activation, % at 6.8 µM; actives 1% (n = 370,000);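 active means activation above the mean over all tested compounds plus 3 SD, cut at about 0.9% in these data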;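 further: 0% = DMSO-only wells and 100% = 3 µM delta7-dafachronic acid wells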
DAX1 inh-1: blocks DAX1 repression of SF-1 activated StAR promoter. AID 652010. HEK293T StAR-luciferase reporter, SF-1/DAX-1 repression relief. actives 1.1% (n = 370,000). inhibition, % at 6.8 µM;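 active means inhibition above the mean over all tested compounds plus 3 SD, cut at about 3.6% in these data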;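 further: 0% = DAX-1 cells with DMSO and 100% = cells lacking DAX-1 with DMSO; higher inhibition means more luminescence from relief of DAX-1 repression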
PG9 binder: PG9 antibody binding by small molecule | TR-FRET gp120-PG9 antibody binding | actives 0.43% (n = 360,000) | inhibition, % at 6.7 µM; in the data active means inhibition above about 8.5%
FXN GAA850 act: frataxin GAA850 promoter activation. HEK293 lucGAA850 FXN promoter luciferase reporter, 24 h; percent of 10 µM SAHA response. activation, % at 6 µM. actives 0.56% (n = 360,000). AID 540364;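 active means activation above the average of all compounds screened plus 3 SD, cutoff fixed separately per campaign, cut at about 7.5% in these data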;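 further: 0% = DMSO wells and 100% = 10 µM SAHA wells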
ADAM10 inh: ADAM10 inhibition, QFRET primary screen; recombinant ADAM10, EDANS/DABCYL FRET peptide cleavage, 3 h; actives 0.62% (n = 370,000); inhibition, % at 7 µM;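 active means inhibition above a per-campaign cutoff equal to the mean of compounds falling between control-based bounds plus 3 SD, cut at about 20% in these data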;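 further: 0% = DMSO wells while the 100% control is not disclosed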
Target sequence (O14672 214-748 limits assumed): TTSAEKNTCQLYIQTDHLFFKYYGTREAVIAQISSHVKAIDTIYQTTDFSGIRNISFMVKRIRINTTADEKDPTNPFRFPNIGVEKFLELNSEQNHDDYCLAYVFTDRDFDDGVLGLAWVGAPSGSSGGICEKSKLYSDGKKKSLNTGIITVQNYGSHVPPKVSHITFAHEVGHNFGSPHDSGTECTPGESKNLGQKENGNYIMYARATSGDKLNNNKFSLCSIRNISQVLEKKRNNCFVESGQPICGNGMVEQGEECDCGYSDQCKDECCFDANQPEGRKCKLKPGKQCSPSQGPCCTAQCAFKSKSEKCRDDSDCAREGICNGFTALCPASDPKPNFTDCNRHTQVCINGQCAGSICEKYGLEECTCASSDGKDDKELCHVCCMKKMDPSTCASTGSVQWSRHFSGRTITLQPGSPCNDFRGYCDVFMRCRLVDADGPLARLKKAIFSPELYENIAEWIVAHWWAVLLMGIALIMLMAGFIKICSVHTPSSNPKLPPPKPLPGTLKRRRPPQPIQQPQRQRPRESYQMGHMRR
DAX1 inh-2: inhibits human nuclear receptor DAX1; AID 504766; actives 0.99% (n = 340,000); HEK293 Gal4-DAX1 luciferase reporter, luminescence; inhibition, % at 6.75 µM; P51843;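 active means inhibition above the mean over all tested compounds plus 3 SD, cut at about 4.2% in these data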;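 further: 0% = DAX1-transfected cells with DMSO and 100% = empty-vector control cells with DMSO; inhibition shows as a rise in luminescence from relieved DAX1 repression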
Target sequence (P51843 207-470 limits assumed): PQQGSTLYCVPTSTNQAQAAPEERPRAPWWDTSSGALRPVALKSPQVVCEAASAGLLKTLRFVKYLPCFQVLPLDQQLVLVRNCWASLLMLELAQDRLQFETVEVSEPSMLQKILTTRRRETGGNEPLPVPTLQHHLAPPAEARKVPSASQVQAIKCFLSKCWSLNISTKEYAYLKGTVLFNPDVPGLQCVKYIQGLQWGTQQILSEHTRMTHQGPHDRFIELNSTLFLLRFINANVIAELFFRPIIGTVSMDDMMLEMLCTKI
GC-A act: GC-A (human) enzyme activation; P16066; HEK293 GC-A cells, cGMP TR-FRET, EC30 ANP; 0% at EC30 ANP, 100% saturating ANP; activation, % at 10 µM; actives 0.14% (n = 370,000); AID 1671463; in the data active means activation above about 40%
* marks the source's active call; other numbers are inactive results; nt = no result given.

SMILES | hgDAF-12 ag | SMARCA2 activ | ADAM17 inh | hcDAF-12 act | ssDAF-12 act | DAX1 inh-1 | PG9 binder | FXN GAA850 act | ADAM10 inh | DAX1 inh-2 | GC-A act
COc1cc(Cl)c(C)cc1NC(=O)c1ccccc1NC(=O)CN1CCOCC1 | -2.4 | -1 | -4 | 4.2 | -1.1 | -0.6 | -0.8 | 0.1 | 1 | -1.2 | 6
Cc1ccc(OCC(=O)Nc2c[nH]c(=O)[nH]c2=O)cc1C | -0.1 | -1 | -1 | -0.3 | -1.3 | 0.8 | -1.7 | 4.1 | -3 | -0.8 | 4
CCC(=O)Nc1ccc(C(=O)c2ccccc2)cc1 | 1.9 | 2 | -4 | -1.5 | -1.4 | 0.8 | -1.1 | 1.8 | -8 | 0.9 | 6
CC(C)[C@@H](CO)NC(=O)[C@H]1O[C@@H](n2cnc3c(N)ncnc32)[C@H](O)[C@@H]1O | -3.5 | -3 | 4 | -0.7 | -1.0 | 0.1 | -1.3 | nt | -3 | nt | 4
Cc1cccc(C)c1NC(=O)NN(C(=O)c1ccccc1)C(C)(C)C | -2.9 | -1 | 1 | 1.7 | 0.4 | 0.2 | -2.8 | -1.8 | 5 | 1.6 | 2
Nc1ccc2c(c1)COC2=O | 5.3 | 0 | -7 | 2.2 | -1.1 | -0.6 | 0.4 | 3.8 | -11 | 0.5 | 1
Clc1ccc(C2=CC(c3ccco3)n3ncnc3N2)cc1 (centres undefined) | 0.6 | -1 | -124 | 2.4 | 0.1 | -0.5 | 0.2 | 1.8 | -430 | -0.2 | 8
C=CCNC(=O)/C(C#N)=C/c1cn(-c2ccccc2)nc1-c1cccs1 | -1.5 | -1 | -3 | -3.9 | -1.7 | -0.4 | -10 | 0.3 | -1 | 0.0 | 7
CC1=CC(=C2C(=O)c3ccccc3C2=O)C=C(C)N1Cc1ccco1 | 16* | 1 | 5 | 3.4 | -0.5 | 2.8 | -0.8 | 4.7 | -1 | 2.2 | 18
CN(C)S(=O)(=O)c1ccc(Cl)c(C(=O)NNC(=O)c2ccc3c(c2)OCO3)c1 | -1.5 | -4 | -1 | -2.2 | -0.9 | -0.4 | -0.3 | -0.1 | -7 | 0.8 | 0
CSCCC(NC(=O)c1ccccc1Br)C(=O)NNC(=O)c1csc(N2CCOCC2)n1 (centres undefined) | -1.1 | -1 | -7 | -0.2 | -0.9 | -0.1 | 1.6 | 0.1 | 1 | -0.3 | -1
Cc1nn(-c2ccccc2Cl)c(Cl)c1/C=N/Nc1nc2ccccc2s1 | -18 | -9 | 2 | -9.1 | -3.5 | -3.9 | -3.2 | -14 | 13 | -2.9 | -3
O=C(COc1ccccc1)NCC(c1ccco1)N1CCN(c2ccccc2F)CC1 (centres undefined) | 1.5 | -2 | -2 | -1.1 | -1.8 | -1.7 | -0.5 | 0.1 | 4 | 0.3 | -1
O=C(NCc1ccccc1)C(c1cccnc1)N(C(=O)c1ccccn1)c1ccccc1F (centres undefined) | -2.2 | -1 | -3 | -0.5 | -1.2 | -0.1 | -1.0 | 0.4 | 3 | -1.3 | -1
O=C(Nc1ccc(S(=O)(=O)N2CCOCC2)cc1)c1ccc(S(=O)(=O)N2CCOCC2)cc1 | 3.9 | -1 | -2 | 0.1 | -1.2 | -0.1 | -0.8 | 1.4 | 6 | -1.0 | 0
Cn1c(SCc2ccccc2F)nc2ccccc2c1=O | -0.8 | -6 | -1 | 1.0 | -1.4 | -0.7 | -0.8 | -1.2 | -3 | 2.7 | -13
CCc1c(C(=O)N2CCOCC2)csc1C | 1.4 | 0 | -5 | 0.7 | -0.8 | 0.2 | 0.7 | 1.6 | 4 | 0.0 | 2
COc1ccc(Nc2nc3ccccc3n2C)cc1 | 12* | 3 | 2 | 5.3 | -0.2 | 0.9 | -0.3 | 3.8 | 5 | 6.4* | -4
COc1ccccc1-c1cc2nc(C)c(CCC(=O)NC(C)CCc3ccco3)c(C)n2n1 (centres undefined) | -7.4 | -3 | -13 | -2.1 | -1.7 | -1.5 | 0.6 | -2.8 | -50 | -1.4 | 2
C/C(CC(=O)Nc1ccc(N(C)C)cc1)=N\NC(=O)c1ccncc1 | 1.2 | 0 | -1 | -1.1 | -1.2 | 0.2 | -6.5 | 0.8 | 1 | 0.2 | -8
CCCOc1ccc(-c2nc(C#N)c(N3CCC(C(N)=O)CC3)o2)cc1 | -0.6 | -2 | -130 | -1.8 | -1.9 | -0.4 | -1.7 | 1.3 | -427 | 0.8 | -1
O=C(O)C1Cc2ccccc2CN1S(=O)(=O)/C=C/c1ccccc1 (centres undefined) | 0.7 | -2 | -3 | 3.3 | -1.1 | 0.9 | -1.2 | 0.1 | -9 | -1.3 | 0
CC1=CC(=C2C=CC(=O)C=C2)C=C(C)N1C | -1.1 | -3 | -13 | -2.0 | -0.7 | 0.1 | -1.1 | nt | -12 | nt | 13
O=C(Cn1cc(S(=O)(=O)N2CCCC2)c(S(=O)(=O)N2CCCC2)c1)NCc1ccco1 | -1.0 | -5 | -2 | -0.5 | -1.1 | 0.3 | 0.9 | 2.9 | -8 | 0.7 | -2
COc1c(F)c(F)c(C(=O)O)c(Nc2ccc(C)cc2)c1F | -1.4 | -2 | -5 | -1.7 | -0.9 | -0.8 | 1.0 | 1.1 | -3 | 0.9 | 4
COc1ccc(C)c(Cn2c(-c3nonc3N)nc3ccccc32)c1 | 3.1 | -4 | -3 | -1.5 | -1.6 | -1.7 | 1.1 | -3.5 | -5 | -0.1 | -15
Cc1ccc(S(=O)(=O)N2CCN(C(=S)NCc3ccc4c(c3)OCO4)CC2)cc1 | 2.3 | 0 | 3 | -0.7 | -2.4 | -2.8 | -0.3 | -2.4 | 5 | -0.5 | -11
COc1ccc(CCNC(=O)CCc2ccc(S(=O)(=O)NC(C)C)cc2)cc1 | 0.4 | -1 | 1 | -2.8 | -1.2 | -0.4 | 0.3 | -1.9 | -7 | 1.2 | 1
CCCCOc1cccc(C(=O)Nc2ccc(N3CCN(CC)CC3)cc2)c1 | 0.5 | 1 | 2 | 0.3 | -0.7 | 0.4 | -3.4 | 2.9 | 2 | -0.1 | 2
CC(Sc1nnc(-c2cccnc2)n1N)C(=O)NCCC1=CCCCC1 (centres undefined) | 1.2 | -3 | 2 | 1.1 | -1.0 | 3.1 | -0.8 | 0.2 | 0 | -1.1 | 0
COc1cc2nc(CN3CCN(S(=O)(=O)c4c(F)cccc4F)CC3)[nH]c(=O)c2cc1OC | -0.7 | 3 | -1 | -0.9 | -1.5 | -0.6 | -1.4 | -0.4 | -11 | -0.7 | -1
Cc1ccccc1NC(=O)CCNS(=O)(=O)c1ccc2c(c1)CCC(=O)N2 | 2.8 | 0 | -1 | -0.9 | -0.7 | 0.1 | -1.1 | 0.5 | -4 | 1.1 | 5
CCCSc1nc2c(c(=O)[nH]c(=O)n2C)n1CC(O)COc1ccccc1 (centres undefined) | -2.8 | 2 | 2 | -2.4 | -1.9 | 0.2 | -2.2 | 2.8 | 8 | -0.8 | -13
O=c1[nH]c2ccccc2n1C1CCCCC1 | 0.4 | -3 | -5 | -1.4 | -2.4 | -0.4 | 2.3 | -0.5 | 0 | 6.1* | -2
Cc1cc(N)nc(=O)n1C1CC(O)C(CO)O1 (centres undefined) | -1.8 | -4 | -6 | -0.8 | -0.9 | -0.4 | 2.9 | -1.4 | -12 | -0.9 | 3
OCCNc1ncnc2c1ncn2[C@H]1CN(Cc2ccc(Cl)cc2)C[C@@H](CO)O1 | 0.5 | -1 | -3 | 0.6 | -1.5 | -0.8 | -2.4 | -0.3 | -4 | nt | -5

An excerpt of the results above:
SMILES | hgDAF-12 ag | SMARCA2 activ | ADAM17 inh | hcDAF-12 act | ssDAF-12 act | DAX1 inh-1 | PG9 binder | FXN GAA850 act | ADAM10 inh | DAX1 inh-2 | GC-A act
Cc1cc(N)nc(=O)n1C1CC(O)C(CO)O1 (centres undefined) | -1.8 | -4 | -6 | -0.8 | -0.9 | -0.4 | 2.9 | -1.4 | -12 | -0.9 | 3
OCCNc1ncnc2c1ncn2[C@H]1CN(Cc2ccc(Cl)cc2)C[C@@H](CO)O1 | 0.5 | -1 | -3 | 0.6 | -1.5 | -0.8 | -2.4 | -0.3 | -4 | nt | -5

Next structures.
SMILES | hgDAF-12 ag | SMARCA2 activ | ADAM17 inh | hcDAF-12 act | ssDAF-12 act | DAX1 inh-1 | PG9 binder | FXN GAA850 act | ADAM10 inh | DAX1 inh-2 | GC-A act
C=CCSC1=N/C(=C\c2cc(OC)c3c(c2)OCO3)C(=O)S1 | 0.4 | 0 | -5 | -0.8 | -0.5 | -0.9 | -0.7 | 0.9 | -5 | -0.2 | -2
CS(=O)(=O)c1cccc(C(=O)Nc2nnc(C3=COCCO3)o2)c1 | 0.8 | 1 | -5 | 1.2 | -0.3 | -1.2 | 1.4 | 2.1 | -6 | 0.4 | 2
O=C(C1=C[C@H](c2ccccc2)C[C@H](OCCCCO)O1)N1CCN(Cc2ccccc2)CC1 | 1.1 | 0 | -6 | -0.2 | -1.2 | -0.1 | 0.5 | 0.0 | -10 | 0.5 | -1
O=C(NCCCn1ccnc1)c1cn(Cc2ccc(F)cc2)nn1 | 0.4 | -2 | -1 | -1.7 | -0.5 | -0.6 | -1.0 | -0.4 | -8 | -1.2 | 1
O=C(CN(C(=O)CNC(=O)c1ccco1)c1ccc(F)cc1)NC1CCCCC1 | 0.0 | -1 | 0 | -1.2 | -0.6 | 0.3 | -1.0 | -1.3 | 3 | 0.4 | 0
CC1=Nc2ccccc2N=C(NC(=O)CSc2nnnn2-c2ccccc2)C1c1ccccc1 (centres undefined) | 0.7 | 0 | -1 | -0.4 | -1.1 | -1.2 | -2.7 | 3.6 | 4 | 0.2 | -11
COCC#Cc1ccc2c(c1)O[C@@H](CN(C)C(=O)Nc1ccc(OC)cc1)[C@H](C)CN([C@H](C)CO)S2(=O)=O | 0.1 | -3 | -4 | 0.1 | 0.1 | -0.1 | 1.7 | 0.2 | -3 | 0.1 | 3
Cc1nc2ccc(NC(=O)c3nn(CC(C)C)c(=O)c4ccccc34)cc2s1 | -1.6 | -2 | 8 | 3.1 | -1.3 | -1.1 | -2.4 | 4.2 | 10 | 1.5 | 3
COc1ccc(N(C)C(=O)c2ccc(NC(=O)CCS(=O)(=O)c3cccs3)cc2)cc1 | -0.6 | 0 | -2 | 0.4 | -0.8 | 0.0 | -0.2 | 0.7 | -3 | -1.3 | -4
CCOCCn1ccc2c(OCC(=O)Nc3ccccc3F)cccc2c1=O | 0.0 | -2 | -15 | -0.2 | -1.1 | 0.3 | 2.2 | 1.8 | -33 | 1.1 | 2
Cc1ccc(S(=O)(=O)N2CCCN(C(=O)c3ccc(-n4nccc4C)cc3)CC2)cc1 | -0.8 | 0 | 1 | -1.9 | -1.2 | 2.2 | 0.2 | 1.9 | 3 | -0.4 | 3
O=[N+]([O-])c1ccc(CNc2cccc(Cl)c2)s1 | 0.1 | -1 | 4 | -1.1 | -1.2 | -1.6 | -1.3 | 1.1 | 14 | -1.0 | -1
CC1(c2ccc3c(c2)OCO3)NC(=O)N(CC(=O)NCCC2=CCCCC2)C1=O (centres undefined) | -0.5 | -2 | -2 | -1.7 | -0.9 | -0.4 | -1.3 | -2.1 | -6 | 0.5 | 0
CN1CCN(C(=S)c2ccc([N+](=O)[O-])cc2)CC1 | 2.5 | 3 | -1 | -1.5 | -1.3 | -0.2 | -1.2 | 2.2 | 13 | -0.3 | 2
